PABP1 MLLE inh: blocks PAM2 peptide binding to the PABP1 MLLE domain; P11940; GST-MLLE / FITC-PAM2 fluorescence polarization; inhibition, % at 20 µM; 360,000 tested, 0.36% active; AID 588489; in the data active = inhibition above about 35%, passing the limit was not always enough;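 note: plate controls were DMSO wells with GST-MLLE for no effect and wells lacking GST-MLLE protein for full effect; some results filed as inactive read as strong as hits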
FAS TE block: inhibitors of human fatty acid synthase thioesterase domain; P49327; 360,000 tested, 0.67% active; inhibition, % at 15 µM; AID 602261; recombinant FAS-TE, OMFH fluorogenic substrate, fluorescence endpoint;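 active = compounds whose normalised, plate-corrected inhibition of enzyme fluorescence in the single-dose primary screen is 50% or more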;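 note: 0% = DMSO with enzyme and 100% = substrate without enzyme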
CSN deneddyl inh: blocks human CSN-mediated cullin deneddylation; Q92905; 360,000 tested, 0.38% active; inhibition, % at 12.5 µM; Purified CSN, SCF-Nedd8-OG deneddylation, fluorescence polarization;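 active = pattern-corrected inhibition above about 35%, with an unprinted fluorescence ratio check between 0.5 and 1.5, limit read from the data, passing the limit was not always enough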;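 note: 0% = enzyme with substrate and 100% = substrate without enzyme; some results filed as inactive read as strong as hits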
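Assay system: HEK293T-derived human Csn5 enzyme; quantity: 0.24 nM enzyme; medium: Tris/NaCl/DTT buffer, pH 7.5; also added: substrate SCFSkp2-Nedd8OG, 10 nM; doses: 12.5 µM compound; schedule: 90 min reaction at room temperature; signal: FP; read-out: % inhibition of substrate cleavage by Csn5; benchmarks: substrate-only high control, full reaction low control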
MT1-MMP act inh: MT1-MMP (human) activation inhibition. P50281. HT1080 RFP-PRO-GFP cells, GFP/RFP ratio fluorescence, overnight; percent of plate control window, DMSO zero. GFP/RFP ratio change, % at 20 µM. 360,000 tested, 0.061% active. AID 651647;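 active = GFP/RFP ratio change of at least 30% with cell ATP level not reduced by more than half and red fluorescence within 50% of control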; note: strong numbers were not always called active
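Read-out: GFP/RFP fluorescence ratio; Test system: RFP-PRO-GFP reporter HT1080 cells; Compound dosing: single-point 20 µM compound, 1% DMSO; Times: overnight compound exposure at 37 °C.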
bovine MsrA act: activators of bovine methionine sulfoxide reductase A; activation, % at 10.6 µM; purified bovine MsrA, absorbance read-out; AID 602163; 360,000 tested, 0.3% active; in the data active = activation above about 7.5%;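 note: 0% = vehicle and 100% = reference activator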
Rin1 Abl inh: inhibitors of human Rin1-Abl protein interaction; AID 588664; inhibition, % at 7.35 µM; TR-FRET Rin1/Abl binding, biochemical; 360,000 tested, 0.4% active; in the data active = inhibition above about 5%, passing the limit was not always enough
Rpn11 inh: blocks the human proteasome subunit Rpn11; human 26S proteasome, Ub4-pepOG fluorescence polarization; 20S core pre-blocked with epoxomicin; 360,000 tested, 0.59% active; calls only at 20 µM; AID 588493;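 active = inhibition at 20 µM, scaled to each plate's controls, above about 33%, limit read from the data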
E coli Lon inh: inhibitors of E. coli Lon protease | P0A9M0 | purified E. coli Lon protease, fluorescence polarization | inhibition, % at 7.94 µM | 360,000 tested, 0.42% active | AID 602123; in the data active = inhibition above about 13%, passing the limit was not always enough;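 note: 0% = enzyme with probe and DMSO and 100% = no enzyme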
MsrA inh: inhibitors of bovine MsrA | purified bovine MsrA, absorbance read-out | inhibition, % at 15.5 µM | 360,000 tested, 0.75% active; in the data active = inhibition above about 4.5%;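 note: 0% = vehicle wells with enzyme and 100% = reference inhibitor wells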
* marks the source's active call; other numbers are inactive results; i = inactive; nt = not tested or not shown; + = active, no number.

SMILES	PABP1 MLLE inh	FAS TE block	CSN deneddyl inh	MT1-MMP act inh	bovine MsrA act	Rin1 Abl inh	Rpn11 inh	E coli Lon inh	MsrA inh
CN(C)CCOc1ccc(/C(=C(/CCCl)c2ccccc2)c2ccccc2)cc1	-10	17	-2	nt	-9	1	i	-10	-0.2
CC(C)CCN1C(Nc2ccccc2)=NC[C@@H]1Cc1ccccc1	-5	-27	-2	6	-1	-2	i	-3	-1.5
Cc1ccc2c(c1)cc1c(=O)n(CC(=O)N(C)c3ccccc3)nc(C)n12	6	-3	6	-1	-3	8	i	-1	0.2
CCc1ccc(C(=O)CCC(=O)Nc2cccc(S(=O)(=O)N3CCCCC3)c2)cc1	3	16	-1	-3	-7	3	i	3	0.6
O=C(N/N=C/c1ccccc1OC(F)F)c1cc(-c2ccncc2)nc2ccccc12	7	8	2	0	-2	-5	i	-8	1.1
CCCN(CC(=O)Nc1ccccc1OC)C(=O)c1cc(S(=O)(=O)NCc2ccccc2)ccc1C	8	5	-1	2	0	2	i	-6	-0.7
CCCN1CCc2c(sc3nc(SCC)n(-c4ccccc4)c(=O)c23)C1	-31	-16	6	-12	-2	-2	i	-11	nt
COc1ccc(N=Cc2nc(-c3ccccc3)oc2OC(=O)c2ccccc2)cc1	25	6	5	1	0	0	i	0	0.9
CCCC(=O)NC(c1ccc(C)cc1)c1ccc2cccnc2c1O (centres undefined)	1	5	-7	4	4	5	i	9	nt
COc1ccc(CCNC(=O)C(=O)N/N=C/c2cccs2)cc1OC	-14	-7	-7	0	2	2	i	0	0.7
Nc1nc(SCC(=O)Nc2ccc(OCc3ccccc3)cc2)n[nH]1	-14	-61	2	5	2	1	i	-3	-0.5
Cc1ccc2cc(C)c(N3CCC(C)CC3)nc2c1	-13	16	4	-4	-1	0	i	3	2.4
O=C(O)CC(CC(=O)Nc1ccccc1C(=O)O)c1ccccc1 (centres undefined)	-13	-6	2	-4	-8	-6	i	-12	-0.3
O=C(CSc1n[nH]c(-c2ccccc2O)n1)N1CCCc2ccccc21	-112	-8	1	3	-2	4	nt	0	1.4
COc1cccc(CNCCN2CCOCC2)c1OC	-4	-7	0	1	-3	0	i	-7	0.0
CCN1CCN(C(=O)CN2C(=O)COc3ccc(S(=O)(=O)N4CCOCC4)cc32)CC1	11	-8	-1	-3	-1	-2	i	8	-1.4
O=C(CCC(=O)N1CCN(S(=O)(=O)c2ccccc2)CC1)c1cccs1	-17	-8	-6	0	-4	-2	i	-3	0.2
CC(C)CN(C(=O)CC1CCCC1)c1c(N)n(Cc2ccccc2)c(=O)[nH]c1=O	-2	-4	0	-1	-3	2	i	-4	0.1
CCOC(=O)c1[nH]c2ccccc2c1NC(=O)NC1CCCCC1	-6	-10	6	-5	-4	0	i	-5	0.1
Cn1c(=O)c2ncn(CC(=O)Nc3cc(C(F)(F)F)ccc3N3CCOCC3)c2n(C)c1=O	3	-2	1	1	-6	0	i	-6	-0.6
CCCCSc1n[nH]c(=S)c2nc[nH]c12	5	-4	4	8	-6	-29	i	1	1.5
CCCCN1C(=O)NC(NC(=O)c2ccco2)(C(F)(F)F)C1=O (centres undefined)	3	-6	2	-4	-3	-3	i	-2	-1.1
CCN1CCN(S(=O)(=O)c2ccc(Cl)c(C(=O)N(C)Cc3cccc(Cl)c3Cl)c2)CC1	5	6	4	-4	-1	1	i	-1	-1.1
COc1cc(C(=O)O)c2ccccc2n1	-6	-4	-7	-6	-2	-2	i	4	0.1

Next part; the last 2 above are carried over.
SMILES	PABP1 MLLE inh	FAS TE block	CSN deneddyl inh	MT1-MMP act inh	bovine MsrA act	Rin1 Abl inh	Rpn11 inh	E coli Lon inh	MsrA inh
CCN1CCN(S(=O)(=O)c2ccc(Cl)c(C(=O)N(C)Cc3cccc(Cl)c3Cl)c2)CC1	5	6	4	-4	-1	1	i	-1	-1.1
COc1cc(C(=O)O)c2ccccc2n1	-6	-4	-7	-6	-2	-2	i	4	0.1
CC(C)NC(=S)N/N=C1\CCCCc2ccccc21	2	12	4	7	-7	3	i	2	1.2
O=c1[nH]c(CSc2ncnc3sccc23)nc2ccccc12	6	2	-2	0	-3	-2	i	-5	-0.6
CC[C@@H](C)[C@@H](C(=O)N1CCN(C(=O)OC(C)(C)C)CC1)n1cc(CCCN=C(NC(=O)OC(C)(C)C)NC(=O)OC(C)(C)C)nn1	-12	10	-1	0	-2	4	i	-2	0.7
O=C(NC1CCCCC1NC(=O)c1ccco1)c1ccco1 (centres undefined)	-22	-7	5	5	5	1	i	7	-0.4
CCOC(=O)c1[nH]ncc1CN1CCCC(C(=O)c2ccc(OC)cc2C)C1 (centres undefined)	-3	-7	1	0	-4	0	i	-2	1.3
CCCCN(CCCC)S(=O)(=O)c1ccc2[nH]c(=O)[nH]c2c1	-7	-2	1	3	-2	2	i	-2	0.5
COc1ccc(S(N)(=O)=O)cc1C(=O)NNC(=O)CN(C)S(=O)(=O)c1ccc(Cl)cc1	-2	-10	1	1	-2	5	i	3	0.1
O=C(Nc1csc(Cl)c1)c1ccccc1	10	1	1	-1	-2	-4	i	-5	0.3
CCOC(=O)c1cn(CC#N)c2cc(F)c(F)cc2c1=O	3	-2	-13	0	-1	2	i	-2	0.3
CC1(C)OC(=O)N(CC(=O)Nc2ccccc2)C1(C)O (centres undefined)	6	-13	5	1	-4	7	i	-12	-0.3
Cc1cccc(-n2c(C)cc(/C=N/NC(=O)c3cccc([N+](=O)[O-])c3C)c2C)c1	11	17	0	1	0	2	i	-1	1.0
CN(C(=O)CS(=O)(=O)c1cn(CC(=O)N2CCOCC2)c2ccccc12)c1ccccc1	-3	-4	-4	3	-1	0	i	-4	0.0
Cc1ccc(C(=O)NC(=S)Nc2cc(C(F)(F)F)ccc2Cl)cc1	19	0	-2	-2	-1	2	i	0	-0.2
Cc1ccc(SC[C@H](Cc2ccccc2)N2CC[C@@H](C)CCC2=O)cc1	3	25	-3	-9	1	-1	i	17	-0.1
COc1cccc(Nc2ncnc3ccc(Br)cc23)c1	-41	2	7	-13	-1	-6	i	-2	2.5
CCOC(=O)CCC(=O)NCc1ccc2[nH]c(C)cc2c1	10	-5	2	19	-10	-4	i	2	0.1
CCCc1nc(SCc2cccnc2)c2c(=O)n(C)c(=O)n(C)c2n1	-1	-10	3	-3	-5	1	i	-12	0.1
CCS(=O)(=O)NC(C)C(c1cccs1)N1CCN(c2ccc(F)cc2)CC1 (centres undefined)	1	0	1	4	-4	-2	i	-8	0.1
CC(=O)Nc1c(Cl)cnn(-c2ccccc2)c1=O	-12	-6	3	1	-2	3	i	-6	0.5
CCOc1ccccc1N(C(=O)c1ccccc1Cl)C1=NC(C)(C)CS1	-1	12	-3	2	0	-1	i	1	0.3
COC(=O)c1ccc(/C=C/c2c(-c3ccsc3)oc3ccc(N4CCOCC4)cc23)cc1	8	18	-1	8	-3	-1	i	8	-0.8
COc1ccc(S(=O)(=O)N2CCCCCC2)cc1C(=O)N(C)CC(=O)Nc1ccc(Cl)c(Cl)c1	-20	40	3	-2	-3	-2	i	-3	-0.6
COc1cccc(C(=O)CN2CCN(S(=O)(=O)c3cccc([N+](=O)[O-])c3)CC2)c1	16	-1	-6	-2	-7	-1	i	-1	-0.9
Cc1ccc(S(=O)(=O)N(C)CC(=O)O/N=C(\N)c2cccc([N+](=O)[O-])c2)cc1	-29	16	0	1	-1	-4	+	-4	-0.7
O=C(O)CCCNS(=O)(=O)Cc1ccccc1	-4	1	7	2	-1	-3	i	-8	0.0
COC(=O)c1sc(NC(=O)c2ccc3c(c2)OCO3)c(C#N)c1C	-1	-5	-1	0	-2	-5	i	5	-1.4
COc1ccc(C(=O)NCc2c(CC(C)C)oc(C)c2C(=O)O)cc1	8	-4	-7	0	-6	1	i	4	1.1
CC(=O)c1sc(-c2ccccc2)nc1C	-12	-1	-3	-6	-1	0	i	9	1.0
CN(C)C(=O)CCc1nc2sc3c(c2c(=O)[nH]1)CCCC3	2	-2	2	2	-6	-2	i	-2	-0.3
CCc1c(C)sc(NC(=O)c2ccoc2C)c1C(N)=O	21	-3	0	-5	-3	-2	i	-10	-0.1
CC(C)OC(=O)NC(C)(C)COC(=O)Nc1cccc(Cl)c1	3	3	8	1	-9	3	i	6	-0.8
Fc1ccc(NC(=S)NN=C2CCCCCC2)cc1	29	2	-6	-2	0	-1	i	-10	-0.6
CC(=O)N(CCCN1CCOCC1)Cc1ccncc1	10	-1	1	0	-4	-1	+	-6	0.3
CC(NS(=O)(=O)c1ccc(CCC(=O)NCc2cccnc2)cc1)c1ccccc1 (centres undefined)	7	-6	2	5	-3	-4	i	8	2.0
NC(=O)c1cccnc1Nc1cccc(F)c1	6	-13	1	7	-11	2	i	-2	-0.3
CCOc1ccc(CCNC(=O)CS(=O)(=O)Cc2nc(-c3cccc(OC)c3)oc2C)cc1	3	-4	0	-2	-11	0	i	6	-0.7

Quoted at random: 3 entries already listed, in no set order.
SMILES	PABP1 MLLE inh	FAS TE block	CSN deneddyl inh	MT1-MMP act inh	bovine MsrA act	Rin1 Abl inh	Rpn11 inh	E coli Lon inh	MsrA inh
COc1ccc(C(=O)NCc2c(CC(C)C)oc(C)c2C(=O)O)cc1	8	-4	-7	0	-6	1	i	4	1.1
COC(=O)c1sc(NC(=O)c2ccc3c(c2)OCO3)c(C#N)c1C	-1	-5	-1	0	-2	-5	i	5	-1.4
NC(=O)c1cccnc1Nc1cccc(F)c1	6	-13	1	7	-11	2	i	-2	-0.3

(further entries)
SMILES	PABP1 MLLE inh	FAS TE block	CSN deneddyl inh	MT1-MMP act inh	bovine MsrA act	Rin1 Abl inh	Rpn11 inh	E coli Lon inh	MsrA inh
CCC(C)(C)n1nnnc1C(c1ccccc1OC)N1CCN(C(=O)c2ccco2)CC1 (centres undefined)	7	-1	2	-2	-2	0	i	-4	-0.1
CCOC(=O)c1c(NC(NC(C)=O)C(Cl)(Cl)Cl)sc(C(C)=O)c1C (centres undefined)	-8	5	-5	19	0	-10	i	2	0.8
O=C(N/N=C/c1c[nH]c2ccccc12)C1CC1c1ccccc1 (centres undefined)	0	13	-3	-13	-4	-1	i	-4	0.3
Nc1ccc(C2(c3ccc(N)cc3)C(=O)Nc3ccccc32)cc1	16	-7	3	5	-1	0	i	2	0.9
Cc1ccc(S(=O)(=O)N2CCCCC2)cc1NC(=O)CSc1ccc2c(c1)OCCO2	23	6	-13	5	-2	-2	i	9	0.1
O=C(NNCc1ccc(O)cc1)c1ccccc1Cl	-15	-6	1	2	4	1	i	-4	-0.3
Cc1c(C)n(Cc2ccc(F)cc2)c2ccc(C(=O)N3CCN(c4ccccn4)CC3)cc12	-4	22	-5	22	-4	-2	i	-5	0.3
COC(=O)c1ccc(/C=C/c2ccc3cccc(OC(C)=O)c3n2)cc1	4	4	-3	11	-4	4	i	2	1.3
CCOc1ccccc1NC(=O)CSc1nnnn1C1CCCC1	0	2	-4	2	2	2	i	4	-0.4
CCCCC(=O)Nc1ccnc(-c2cccnc2)n1	14	-4	0	5	-5	-1	i	4	0.7
CC(C)(C)C1CCC(C(=O)NCC(c2cccs2)N2CCOCC2)CC1 (centres undefined)	-13	18	1	0	-6	-3	i	8	-1.0
Cc1ccc(Oc2ncccc2/C=N/OCc2ccc(Cl)c(Cl)c2)cc1	-7	21	-1	-3	-3	-1	i	0	-0.3
Cc1c(Br)c([N+](=O)[O-])nn1CC(=O)NCc1ccccc1	-6	28	-4	4	-5	1	i	-4	-0.5
CCCCn1nnnc1C(c1ccccc1)N1CCc2ccccc2C1 (centres undefined)	nt	12	0	-1	-2	nt	nt	2	-0.8

Assay outcomes: PubChem, several laboratories
